Source: PubChem BioAssay (several laboratories)
AGP1 TOR yeast = modulators of AGP1-GFP expression in yeast TOR pathway, primary screen, cell-based, multiplex flow cytometry, S. cerevisiae, MLPCN library; actives 0.02% (n = 320,000); 3 h; GFP as percent of DMSO wells; AID 2066, 2009; GFP response vs DMSO, % at 10 µM;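 active = GFP response relative to DMSO above a set limit, near screen average plus 3 SD, cut at about 150% in these data; inconclusive = fewer than 70 cells counted for the yeast strain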;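 also: median GFP channel fluorescence of the gated AGP1 strain per well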
CIT2 TOR yeast = modulators of CIT2-GFP expression in yeast, primary screen, S. cerevisiae, GFP fusion, multiplex flow cytometry, MLPCN library | S. cerevisiae CIT2-GFP strain, 3 h; 100 means same as DMSO wells | GFP response vs DMSO, % at 10 µM | actives 0.065% (n = 320,000) | AID 2029, 2009;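 active = GFP response relative to DMSO above a set limit, near the screen mean plus 3 SD, cut at about 150% in these data; inconclusive = Fewer than 70 cells measured for a yeast strain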;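 also: ratio of well median GFP fluorescence to mean of DMSO wells on the plate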
AHR activator = AHR activators, primary screen, cell-based, luminescence, luciferase reporter, human. Aryl hydrocarbon receptor (Homo sapiens), P35869. AHR-responsive luciferase reporter cells. actives 2.5% (n = 320,000). activation, % at 5 µM; in the data active = activation above about 47%;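 also: 0% = vehicle wells and 100% = reference agonist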
proCasp7 act = procaspase-7 activators, primary screen, counter-screen for procaspase-3 activator project, biochemical, absorbance, HTS, human; Caspase-7 (Homo sapiens), P55210; recombinant procaspase-7, Ac-DEVD-pNA absorbance 405 nm; D23A/D198A/D206A triple mutant, cannot self-cleave; scale: DMSO 0, 5 µM enzyme 100; activation, % at 8.5 µM; actives 0.093% (n = 330,000);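 active = percent activation above the screen-wide mean plus 3 SD, cut at about 25% in these data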
Target sequence (P55210 whole entry D23A/D198A/D206A): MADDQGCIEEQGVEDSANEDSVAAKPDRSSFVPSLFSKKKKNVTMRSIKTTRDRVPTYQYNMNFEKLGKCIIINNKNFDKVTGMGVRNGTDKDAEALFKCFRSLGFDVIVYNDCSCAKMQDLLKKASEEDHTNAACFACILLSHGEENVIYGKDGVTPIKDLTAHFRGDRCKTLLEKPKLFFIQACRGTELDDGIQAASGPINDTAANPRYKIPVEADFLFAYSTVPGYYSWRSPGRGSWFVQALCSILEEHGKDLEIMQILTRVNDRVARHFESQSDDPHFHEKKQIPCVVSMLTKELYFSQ
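Material: Procaspase-7 triple mutant (PC-7 D3A) | Quantity: 2 µM procaspase-7 mutant as dispensed | Reagent: DEVD-pNA substrate | Times: 1 h preincubation, 2 h reaction | Technique: 405 nm absorbance of p-nitroaniline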
LAP4-GFP MLPCN = modulators of LAP4-GFP expression in yeast, primary screen, S. cerevisiae, multiplex flow cytometry, MLPCN library | actives 0.34% (n = 320,000) | 3 h; median GFP as percent of DMSO wells | GFP response vs DMSO, % at 10 µM | AID 2023, 2009;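 active = GFP response vs DMSO above a set limit, about the screen mean plus 3 SD, cut at about 150% in these data; inconclusive = under 70 cell events counted for the yeast strain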
MEP2-GFP yeast = modulators of MEP2-GFP levels in yeast, primary screen, S. cerevisiae, multiplex flow cytometry, MLPCN library | S. cerevisiae MEP2-GFP strain, 3 h; 100% = DMSO control level | actives 0.51% (n = 330,000) | GFP response vs DMSO, % at 10 µM | AID 2016, 2009;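 active = GFP response versus DMSO above a set limit, roughly screen mean plus 3 SD, cut at about 180% in these data; inconclusive = fewer than 70 cells counted for a yeast strain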;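 also: median GFP fluorescence of the barcode-gated MEP2-GFP cells per well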
RPL19A TOR yeast = RPL19A-GFP expression modulators in yeast, primary screen, cell-based, S. cerevisiae, multiplex flow cytometry, MLPCN; S. cerevisiae RPL19A-GFP strain, 3 h; hits give low values; actives 0.3% (n = 330,000); percent response vs DMSO, % at 10 µM;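 active = percent response vs DMSO below 50%; inconclusive = fewer than 70 events counted for the yeast strain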;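 also: median channel GFP fluorescence of the barcoded RPL19A-GFP strain; ratio of sample median GFP to plate DMSO average so 100% = DMSO; lower means less RPL19A-GFP as with rapamycin TOR inhibition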
procasp3 activ = activators of human procaspase-3 D3A mutant, primary screen, biochemical, absorbance, PC-3 D3A mutant, single concentration. recombinant procaspase-3 D3A, Ac-DEVD-pNA absorbance 405 nm. actives 0.11% (n = 330,000). AID 463141, 2010. activation, % at 8.5 µM. Caspase-3 (Homo sapiens), P42574;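 active = activation above the mean of all tested compounds plus 3 SD, cut at about 21% in these data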;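 also: 0% = DMSO alone and 100% = DMSO wells spiked with extra 5 µM PC-3 D3A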
Target sequence (P42574 whole entry D9A/D28A/D175A): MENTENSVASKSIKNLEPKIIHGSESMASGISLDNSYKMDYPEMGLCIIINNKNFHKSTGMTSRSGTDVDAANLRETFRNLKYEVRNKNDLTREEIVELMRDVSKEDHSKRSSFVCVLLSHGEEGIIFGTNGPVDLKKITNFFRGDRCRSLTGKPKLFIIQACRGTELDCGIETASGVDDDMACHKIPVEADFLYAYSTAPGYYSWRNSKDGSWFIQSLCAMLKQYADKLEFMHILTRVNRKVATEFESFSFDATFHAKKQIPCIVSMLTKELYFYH
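Assay system: Autoprocessing-dead procaspase-3 D3A mutant enzyme; also added: Ac-DEVD-pNA; doses: one concentration, 8.5 µM nominal, 0.8% DMSO; times: 1 h compound preincubation, 2 h substrate hydrolysis at 25 °C; technique: 405 nm absorbance of p-nitroaniline, reads at 0 and 120 min; measure: % activation between DMSO and enzyme-spiked controls; repeats: single replicate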
An asterisk follows results filed as active; ? = inconclusive; / = no result given; [ ] = dose if it differs, or a comment. No enrichment for hits. About 3.5% of those tested had a hit in this group.

structure	RPL19A TOR yeast	CIT2 TOR yeast	LAP4-GFP MLPCN	MEP2-GFP yeast	AHR activator	proCasp7 act	AGP1 TOR yeast	procasp3 activ
Cc1ccc(CC(=O)NCCN2CCOCC2)cc1	102[may fluoresce violet]	?	91[may fluoresce violet]	130[may fluoresce violet]	2	2	22[may fluoresce violet]	4
CC(=O)c1cccc(NC(=O)C2CC(=O)N(c3cccc(C)c3C)C2)c1 (configuration not stated)	98	104	93	104	0	-5	105	1
COc1ccc(C2NCCC3(O)CCCCC23)c(OC)c1OC (configuration not stated)	97	103	94	100	1	5	104	9
CC(C)(CNCc1ccccc1)NS(=O)(=O)c1ccc(Cl)cc1	104	100	108	116	1	2	112	1
c1ccc2c(c1)CCN(Cc1nnnn1Cc1ccc3c(c1)OCO3)C2	96	99	93	93	6	7	101	-4
O=C(CSCCc1ccccn1)Nc1cccnc1	40*[may fluoresce violet]	?	?	?	3	0	?	1
COc1ccc(NC(=O)C2(c3cccs3)CCOCC2)cc1	97	99	104	99	1	9	104	6
COc1ccccc1C(=O)Nc1ccc2c(c1)nc(CN1CCCCC1)n2C	90	98	95	97	1	-4	107	-4
CCOC(=O)/C(=N\Nc1ccccc1[N+](=O)[O-])c1csc(Nc2ccccc2)n1	100	98	111	97	0	2	105	2
CC#CCN1c2ccccc2[C@]23C[C@@H](C(=O)OC)N(C(=O)NC(C)(C)C)C2=NC(C(=O)OC)=C(C(=O)OC)[C@H]13	100	95	109	100	-1	4	105	12
COc1cc(NC(=O)CSc2nc3ccccc3cc2Cc2ccccc2)cc(OC)c1	97	99	95	98	2	4	101	12
Cc1cc(C)c(C)c(S(=O)(=O)NCC(=O)Nc2sc3c(c2C(N)=O)CCCC3)c1C	97	95	93	97	8	-14	94	-12
CCn1c(SCC(=O)Nc2nccs2)nnc1C1CC1	105	109	106	107	2	-3	104	1
CC(C)COc1ccc(-c2nnc(-c3ccncc3)o2)cc1	97	/	111	87	12	8	86	2
CCn1c(SCC(=O)N2CCCCC2)nc(O)cc1=O	100	103	100	107	1	9	102	-5
Cn1c(=O)n(Cc2ccccc2)c(=O)c2c1nc1n2CCCN1CCc1ccccc1	98	103	98	97	1	-9	104	4
Cc1ccc(Cn2ccc(NC(=O)c3nn(C)cc3Cl)n2)cc1	99	83	90	96	3	-1	79	2
Cc1ccc(CS(=O)Cc2ccc(C(=O)NCc3ccccc3)o2)cc1 (configuration not stated)	110	107	105	108	1	-1	104	3
O=C(CSc1nnc(Cc2cccs2)n1CCc1ccccc1)N1CCCc2ccccc21	111	98	110	114	5	-2	109	1
COC(=O)C1CN(C(=O)COc2cc(C)cc(C)c2)c2ccccc2O1 (configuration not stated)	93	102	85	93	18	1	94	-4
CCN1CCN(c2ccc(S(=O)(=O)N3CCOCC3)cc2NC(=O)c2ccc(F)cc2Cl)CC1	95	93	98	96	4	18	100	-1
CCC(=O)NCCc1nc2cc(NC(=O)c3ccc(OC)cc3)ccc2n1C	101	103	95	102	3	9	103	2
Cc1cc(NC(=O)Cn2c(=O)oc3ccc(Cl)cc32)no1	102	100	92	105	4	9	106	5
CN(Cc1ccccc1Cl)C(=O)c1cc2ccccc2o1	99	94	100	97	3	-5	97	8
O=C(CN1CCCCC1)Nc1nc(-c2ccccc2)cs1	96	110	114	96	8	-10	111	3
O=C(Nc1nc2ccc([N+](=O)[O-])cc2s1)c1ccco1	102	95	99	103	-1	-24	97	-14
CC(C)n1c(-c2ccncc2)n[nH]c1=S	95	97	101	97	-1	-9	103	-9
Cn1nnc(NC(=O)CSc2ccc(Cl)cc2)n1	100	/	86	99	-2	0	97	1
CC(NC(=S)NC(=O)c1ccccc1Br)c1ccccc1 (configuration not stated)	98	92	105	116	19	-6	102	-10
CN1CCN(c2ccc(NC(=O)CSc3ccccc3)cc2F)CC1	96	88	82	99	9	15	107	1
Cc1noc(C)c1COC(=O)COc1ccc(-c2ccccc2)cc1	99	106	101	102	-6	4	103	-6
Cc1c(OCC(=O)NCc2cccnc2)ccc2c3c(c(=O)oc12)CCC3	94	96	93	95	-3	-12	94	-1
CC(C)Cn1c(CCCNC(=O)c2ccc(F)cc2)nc2ccccc21	101	124	111	99	12	10	107	1
C=C(C)CNC(=S)N/N=C(\C)c1ccc(OC)cc1	101	99	98	94	47	-2	97	-2
CCc1cc2c(C)ccc(C)c2nc1SCC(=O)Nc1cc(C)on1	101	111	98	106	3	-11	106	1
O=S(=O)(NCc1ccccc1)c1cccc2nsnc12	103	98	105	100	-2	-5	101	-4
CCCc1ccc(S(=O)(=O)N(C)S(=O)(=O)c2ccc(F)cc2)cc1	102	104	93	104	2	0	96	-1
CCOC(=O)N1CCN(c2nc3ccccn3c(=O)c2C=O)CC1	102	102	105	114	0	12	96	-6
Cc1ccc2c(Cl)cc(Cl)c(OCC(=O)N3CCCC3)c2n1	114	114	95	104	3	2	95	-13
CSc1nc2ccccc2s1	99	102	103	104	5	-6	105	2
Cc1c(C(=O)NCCSCc2c(F)cccc2Cl)cnn1-c1ccc(F)cc1	95	/	/	98	-3	-3	/	-1
CCN(CC(=O)Nc1ccc(NC(C)=O)cc1)C(=O)c1cc2ccccc2oc1=O	97	101	97	102	2	-2	102	-1
O=C(O)c1ccc(-c2noc(-c3ccccc3C(F)(F)F)n2)cc1	97	88	122	103	8	2	86	-8
Fc1ccc(NC(=S)Nc2nccs2)cc1	99	101	114	104	6	-25	100	-7
Cc1c(C(=O)Nc2nccs2)oc2c(Cl)cccc12	106	112	93	100	55*	-3	109	3
CC1CCN(S(=O)(=O)c2ccc(NC(=O)CSc3nnnn3C)cc2)CC1	95	/	95	93	-2	0	87	-3
CCCCNC(=O)CN1C(=O)NC(CCc2ccccc2)C1=O (configuration not stated)	98	96	88	95	0	2	92	3
CCOC(=O)N1CCN(C(=O)C2CCC(CNS(=O)(=O)c3ccc(Cl)cc3)CC2)CC1 (configuration not stated)	84	85	85	83	3	9	88	9
CCOC(=O)CSc1nc2c(c(=O)[nH]c(=O)n2C)n1C/C=C(/C)Cl	99	96	105	106	0	-1	100	-6
CN(CC(=O)Nc1ccc(Cl)cc1)C(=O)c1cccc(S(=O)(=O)N(C)C)c1	96	106	92	69	2	-6	102	-8
CC(C)c1c(C(=O)N/N=C/c2ccsc2)nnn1-c1nonc1N	109	107	107	110	6	-6	108	-3
COc1ccc(N2C(=O)[C@@H]3[C@H](C2=O)[C@H]2C=CC=NN2[C@@H]3C(=O)Nc2ccc(Cl)cc2)cc1	95	97	129	94	18	-6	104	-2
COCCNS(=O)(=O)c1cc(F)ccc1OC	99	/	95	104	5	0	99	-1
N#Cc1c(NC(=O)C(=O)NCCCN2CCOCC2)sc2c1CCCC2	98	104	92	100	8	-4	103	-1
CC(=O)C1=C(O)C(=O)N(c2ccc(F)cc2)C1c1ccc(C)cc1 (configuration not stated)	96	97	116	103	-2	5	94	-5
COC(=O)c1c(-c2cc(OC)cc(OC)c2)sc2ccc(OC)cc12	88	86	85	87	10	1	87	0
O=C(c1cnc2n(c1=O)CCS2)N1CCN(c2ccc(Cl)c(Cl)c2)CC1	98	97	98	100	0	-3	98	2
COc1ccc(OC)c(Nc2nc(-c3cccc([N+](=O)[O-])c3)nc3ccccc23)c1	30*[may fluoresce violet]	?	84[may fluoresce violet]	184*[may fluoresce violet]	4	-1	25[may fluoresce violet]	0
COc1cc(CNn2c(C)n[nH]c2=S)cc(Cl)c1OCc1ccc(F)cc1	96	91	96	100	1	-14	96	-16
COC(=O)CC1COc2ccccc2N1C(=O)c1ccc(OC)cc1 (configuration not stated)	101	96	104	103	0	5	101	-15

(listing goes on)
structure	RPL19A TOR yeast	CIT2 TOR yeast	LAP4-GFP MLPCN	MEP2-GFP yeast	AHR activator	proCasp7 act	AGP1 TOR yeast	procasp3 activ
CN(C)C(=S)Nc1cccc(C(F)(F)F)c1	101	101	104	112	-3	7	103	-2
CC1=CC2=NC(=O)/C(=C/c3cccn3Cc3ccccc3)C(=N)N2O1	93	90	108	95	14	0	100	4
O=C1CN(C(=O)COc2ccc(F)cc2Br)c2ccccc2N1	112	104	105	102	-8	9	101	2
Cn1c2ccccc2c(=O)c2c(=O)n(C3CCCCC3)c(-c3ccco3)nc21	94	81	112	86	4	9	112	-2
Cc1cc(C)c2c(CC(=O)NC3CCS(=O)(=O)C3)coc2c1 (configuration not stated)	101	106	110	110	4	5	103	-7
COc1ccc(Oc2ccc(-c3ccn[nH]3)cc2)cc1	92	82	95	85	4	7	91	2
COCCn1c(SCC(=O)Nc2cc(OC)ccc2OC)nc2c(c1=O)SC(C)C2 (configuration not stated)	99	116	99	95	9	-14	106	1
Cc1ccccc1-c1nc(CN2CCC(C(=O)NCC3CCCO3)CC2)c(C)o1 (configuration not stated)	95	87	83	88	-3	-4	106	-2
CCC1=C(OC(=O)N(CC)CC)N2C(=O)OC(=NCCc3c[nH]c4ccccc34)[C@]2(Cc2ccccc2)[C@H]2C1=CC[C@H]1C(=O)N(c3ccccc3)C(=O)[C@H]12	98	108	102	97	-1	-4	93	13
C(=C\c1ccccc1)/CN1CCN(Cc2ccc3c(c2)OCO3)CC1	102	103	90	107	8	-2	103	-4
CC(C)C[C@H](NC(=O)c1nc[nH]c1C(=O)N[C@@H](CC(C)C)C(=O)OC(C)(C)C)C(=O)OCc1ccccc1	108	96	107	102	2	2	97	5
COc1c(N2CCN[C@H](C)C2)c(F)cc2c(=O)c(C(=O)O)cn(C3CC3)c12	103	107	105	92	-3	1	95	-1
O=C(OCC(=O)N1CCCC1)c1cc(=O)c2ccccc2o1	95	99	96	102	4	-2	92	2
CSc1cccc(NC(=S)N2CCC(N(C)C3CCCCC3C)CC2)c1 (configuration not stated)	98	92	96	99	2	-6	99	-2
O=C(NCCN1CCOCC1)C1CC(=O)N(c2ccc(Cl)cc2)C1 (configuration not stated)	104	109	97	102	1	-3	105	7
C[C@@H]1COC(=O)[C@@H](CC(=O)OC(C)(C)C)C/C=C\C[C@@H](CC(=O)NCCO)C(=O)N1	104	91	106	107	0	-6	104	0
CC(C)c1ccc(NC(=O)C2C3C=CC4(CN(CCCN5CCOCC5)C(=O)C24)O3)cc1 (configuration not stated)	100	97	98	105	1	1	101	5
